# From PubChem
# D1 PAM: Potentiators of Human D1 Dopamine Receptor: qHTS; potentiation, % at 10 µM; 360,000 tested, 0.036% active; D(1A) dopamine receptor (Homo sapiens), P21728; HEK293 TREx D1 cells, calcium flux, dopamine EC20 potentiation; in the data active = potentiation above about 30%; also: 0% is about no effect
# D2 agonist: HTS Assay for Allosteric Agonists of the Human D2 Dopamine Receptor: Primary Screen for Agonists | D(2) dopamine receptor (Homo sapiens), P14416 | HEK293 T-REx D2 cells, calcium flux agonist mode | activation, % at 2 µM | 340,000 tested, 0.53% active | AID 485358, 2010;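 active = activation over 3 SD above normal in the single-dose calcium agonist read, cut at about 30% in these data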; also: 0% is about no effect
# Target sequence (P14416 whole entry, looked up): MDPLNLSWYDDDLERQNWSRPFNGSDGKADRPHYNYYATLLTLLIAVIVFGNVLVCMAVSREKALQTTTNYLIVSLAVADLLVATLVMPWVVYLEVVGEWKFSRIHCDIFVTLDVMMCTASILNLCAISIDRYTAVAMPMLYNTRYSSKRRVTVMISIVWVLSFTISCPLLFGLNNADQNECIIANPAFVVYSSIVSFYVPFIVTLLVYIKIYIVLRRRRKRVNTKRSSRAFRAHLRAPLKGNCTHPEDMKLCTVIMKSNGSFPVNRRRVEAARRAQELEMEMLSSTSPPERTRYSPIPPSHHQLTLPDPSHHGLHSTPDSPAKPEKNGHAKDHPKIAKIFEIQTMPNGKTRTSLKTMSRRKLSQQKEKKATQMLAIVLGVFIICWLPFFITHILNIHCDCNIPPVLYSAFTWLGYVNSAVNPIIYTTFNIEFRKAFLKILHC
#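 In this primary screen, compounds producing a positive calcium signal within 180 s of addition to tetracycline-induced, force-coupled HEK293 Trex D2 cells are flagged; cells are dye-loaded with a no-wash calcium kit beforehand.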
# RXFP1 antagonist: qHTS Assay for Antagonists of the Relaxin Receptor RXFP1; Relaxin receptor 1 (Homo sapiens), Q9HBX9; HEK293-RXFP1, relaxin-stimulated cAMP HTRF, 30 min; hits give low values; activity change, negative = inhibition, % at 57.5 µM; 350,000 tested, 0.59% active; AID 1259400, 2018;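 active = activity change of -60% or lower, but not beyond a set lower limit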; also: % is scaled to controls: 0 for no effect and ±100 for the full control effect
# TRHR agonist: qHTS for Small Molecule Agonists and Allosteric Enhancers of Human TRH Receptor: Primary Screen for Agonists; Thyrotropin-releasing hormone receptor (Homo sapiens), P34981; TRHR cells, calcium flux fluo-8, FDSS agonist mode; activation, % at 2 µM; 360,000 tested, 0.18% active; AID 493084, 2011; also: 0% is about no effect
# Target sequence (P34981 whole entry, looked up): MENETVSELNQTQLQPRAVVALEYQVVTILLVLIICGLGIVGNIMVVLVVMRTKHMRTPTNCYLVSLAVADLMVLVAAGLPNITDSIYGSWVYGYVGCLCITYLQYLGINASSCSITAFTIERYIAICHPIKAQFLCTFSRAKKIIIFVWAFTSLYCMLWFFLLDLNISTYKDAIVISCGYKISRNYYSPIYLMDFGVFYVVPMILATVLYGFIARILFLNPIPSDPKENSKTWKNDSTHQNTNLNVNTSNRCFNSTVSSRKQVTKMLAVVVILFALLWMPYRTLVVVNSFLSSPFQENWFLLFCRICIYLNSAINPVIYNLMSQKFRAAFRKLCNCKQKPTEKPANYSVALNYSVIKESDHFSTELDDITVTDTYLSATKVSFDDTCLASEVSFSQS
#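 TRHR-expressing cells loaded with fluo-8 calcium dye; 23 nL library compound pin-transferred, kinetic FDSS fluorescence (Ex 480/Em 530) recorded about 180 s for agonist-induced calcium release, before a 10 nM TRH EC20 addition for potentiator mode.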
# D1 antag: Antagonist of Human D 1 Dopamine Receptor: qHTS. activity change, negative = inhibition, % at 10 µM. D(1A) dopamine receptor (Homo sapiens), P21728. HEK293 TREx D1 cells, calcium flux, dopamine EC80; hits give low values. 360,000 tested, 3.2% active; in the data active = activity change below about -30%; also: % is scaled to controls: 0 for no effect and ±100 for the full control effect
#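 Using tetracycline-induced force-coupled D1 Hek293 cells and a calcium dye, signals were followed for 180 s after compound, then for 180 s after EC80 dopamine, to detect inhibitors.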
# D1 ag: Allosteric Agonists of the Human D1 Dopamine Receptor: qHTS | HEK293 T-REx D1 cells, calcium flux, agonist mode | activation, % at 2 µM | 360,000 tested, 1% active | AID 504660, 2011; also: 0% is about no effect
#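 Agonism was scored from calcium flux recorded over 180 s (1 read/s) after pintool compound addition, following a 10-cycle baseline. Cells were inducible force-coupled HEK293 TREx D1, plated overnight at 30 C and loaded with no-wash calcium dye.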
# TRHR PAM: qHTS for Small Molecule Agonists and Allosteric Enhancers of Human TRH Receptor: Primary Screen for Enhancers; TRHR cells, fluo-8 calcium fluorescence, EC20 TRH enhancement; enhancement, % at 2 µM; 360,000 tested, 0.66% active; in the data active = enhancement above about 30%; also: 0% is about no effect
#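 TRHR-expressing cells loaded with fluo-8 calcium dye were read kinetically (ex 480/em 530) during compound addition, then stimulated with an EC20 of TRH (10 nM final). Enhancement of the Gq-mediated intracellular calcium response was scored.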
# D2 antag: HTS Assay for Allosteric Antagonists of the Human D2 Dopamine Receptor: Primary Screen for Antagonists. D(2) dopamine receptor (Homo sapiens), P14416. HEK293 TREx D2 cells, calcium flux, dopamine EC80. inhibition, % at 10 µM. 340,000 tested, 2% active. AID 485344, 2010; in the data active = inhibition above about 30%; also: 0% is about no effect
#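 Compounds are added to dye-loaded, induced HEK293 T-REx cells coupled to calcium release via D2; after a 3 min kinetic read an EC80 dopamine stimulus is given and fluorescence is recorded for 3 more min.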
# D2 PAM: HTS Assay for Positive Allosteric Modulators of the Human D2 Dopamine Receptor: Primary Screen for Potentiators. D(2) dopamine receptor (Homo sapiens), P14416. HEK293 T-REx D2, calcium flux, EC20 dopamine potentiation. potentiation, % at 10 µM. 340,000 tested, 0.34% active. AID 485347, 2010;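 active = potentiation over 3 SD above the plate norm, cut at about 30% in these data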; also: 0% is about no effect
#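 Potentiation of an EC20 dopamine calcium response measured kinetically over 180 s, after a preceding 180 s compound-only read flagging agonists. Cells: inducible Hek293 Trex D2 line, 4000/well, cultured overnight at 30 C before dye loading.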
# * hit, by the source's call; · = not tested or not shown. Rule as the data show it, unless noted: active = activation above about 30%; inactive = the rest.
smiles,D1 PAM,D2 agonist,RXFP1 antagonist,TRHR agonist,D1 antag,D1 ag,TRHR PAM,D2 antag,D2 PAM
CSc1oc(-c2cccs2)nc1S(=O)(=O)c1ccccc1,6,-0.2,3,0.5,4,1,11,-10,0
COc1ccc(CCNC(=O)c2ccc(-c3cccc([N+](=O)[O-])c3)o2)cc1OC,4,-0.8,-23,-1.8,6,2,0,7,7
CC1=C(C(=O)N(C)C)C(c2ccc(N3CCOCC3)cc2)NC(=O)N1 (configuration not stated),-1,0.5,0,1.1,-3,6,0,-5,21
COc1cccc(Cc2nc3ccccc3nc2SCC(=O)N2CCN(c3ccccc3)CC2)c1,-2,1.0,-19,0.4,8,3,-6,·,16
CCC(CC)COC(=O)C(C#N)c1nc2ccccc2nc1N1CCN(CC)CC1 (configuration not stated),-9,0.7,-34,1.4,4,9,13,-10,4
Cc1cc(/C=N/NC(=O)Cn2c3ccccc3c(=O)c3ccccc32)c(C)n1-c1ccc(Cl)cc1,-1,-1.3,-19,-0.4,8,2,4,-4,-2
CCC1(C)Cc2c(sc3c2c2ncnn2c2nnc(SCC(=O)NCc4ccco4)n32)CO1 (configuration not stated),2,1.0,10,-0.1,15,0,5,-2,1
COCCN1C(=O)N(c2ccccc2)C(=O)C1CC(=O)Nc1cc(OC)cc(OC)c1 (configuration not stated),10,1.6,2,0.6,21,0,3,-11,0
Cc1ccc(C)c(OCC(=O)Nc2nonc2NC(=O)COc2cc(C)ccc2C)c1,-8,0.4,-17,1.2,5,2,1,-7,9
CCn1cc(CN2CCC(n3nccc3NC(=O)CCCc3ccccc3)CC2)cn1,0,-1.1,2,-0.2,-9,1,3,0,-4
CCCC(c1nnnn1Cc1ccco1)N1CCC(C(N)=O)CC1 (configuration not stated),-2,-0.9,-1,0.8,-15,1,-6,1,5
CCC1C(O)=C(c2ccccn2)C(=N)N1c1ccccc1 (configuration not stated),-1,-1.8,-1,-0.9,-15,1,1,-1,-4
CCCCC(=O)Nc1c2c(nn1-c1ccc(C)cc1)CS(=O)(=O)C2,-8,0.5,-4,0.8,-8,-1,2,9,12
CC(=O)Nc1ccc(N2CCN(C(=O)c3cccs3)CC2)cc1,-8,-0.1,1,0.2,-12,3,2,17,9
O=C1CS/C(=N\NC(=O)c2ccccc2)N1,0,0.5,-9,0.4,-24,3,2,7,4
O=C(CCc1ccccn1)N1CCCC(N2CCN(c3cccc(C(F)(F)F)c3)CC2)C1 (configuration not stated),-2,0.4,2,0.0,12,1,2,-67,7
CC(C)C12CN3CC(C(C)C)(CN(C1)C3c1ccc([N+](=O)[O-])o1)C2=O (configuration not stated),-1,0.4,-6,0.5,11,-1,2,-1,1
O=S(=O)(Nc1ccc(-c2nnc(SCc3ccc(Cl)cc3)o2)cc1)c1ccccc1,4,1.2,-3,-0.1,8,0,6,-3,-1
NC1=C(c2ccc(F)cc2)C(=O)CS1,-7,-2.5,-2,-0.1,-25,2,0,1,4
CCNC(=O)CC1C(=O)N(CC)C(=S)N1NC(=O)c1ccccc1 (configuration not stated),3,7.6,2,0.3,8,4,-11,14,11
Cc1ccc(S(=O)(=O)N(C)c2ccc(OC(=O)c3ccc(N4CCCC4=O)cc3)cc2)cc1,-3,0.0,-9,0.8,-22,6,9,-7,16
O=C(N/N=C/c1cc(Br)cs1)c1c[nH]c2ccccc12,-5,0.4,0,-0.7,-18,4,20,2,4
COCCn1c(-c2ccc(C#N)cc2)nc2c1c(=O)[nH]c(=O)n2Cc1ccccc1,-1,-0.1,1,0.1,-9,0,-2,12,2
CN1C(=O)c2ccccc2Sc2ccc(NC(=O)NC3CC3)cc21,-5,-1.0,-12,-0.3,8,4,-5,17,-7
CC(C)CNS(=O)(=O)c1ccc(CCC(=O)Nc2ccc3c(c2)OCO3)cc1,-2,-0.7,-4,-1.4,-15,1,-3,2,0

# Part of the list above, with two lines to a compound:
# Each structure is followed by: D1 PAM	D2 agonist	RXFP1 antagonist	TRHR agonist	D1 antag	D1 ag	TRHR PAM	D2 antag	D2 PAM
CCC(CC)COC(=O)C(C#N)c1nc2ccccc2nc1N1CCN(CC)CC1 (configuration not stated)
→ -9	0.7	-34	1.4	4	9	13	-10	4
Cc1cc(/C=N/NC(=O)Cn2c3ccccc3c(=O)c3ccccc32)c(C)n1-c1ccc(Cl)cc1
→ -1	-1.3	-19	-0.4	8	2	4	-4	-2
CCC1(C)Cc2c(sc3c2c2ncnn2c2nnc(SCC(=O)NCc4ccco4)n32)CO1 (configuration not stated)
→ 2	1.0	10	-0.1	15	0	5	-2	1
COCCN1C(=O)N(c2ccccc2)C(=O)C1CC(=O)Nc1cc(OC)cc(OC)c1 (configuration not stated)
→ 10	1.6	2	0.6	21	0	3	-11	0
Cc1ccc(C)c(OCC(=O)Nc2nonc2NC(=O)COc2cc(C)ccc2C)c1
→ -8	0.4	-17	1.2	5	2	1	-7	9
CCn1cc(CN2CCC(n3nccc3NC(=O)CCCc3ccccc3)CC2)cn1
→ 0	-1.1	2	-0.2	-9	1	3	0	-4
CCCC(c1nnnn1Cc1ccco1)N1CCC(C(N)=O)CC1 (configuration not stated)
→ -2	-0.9	-1	0.8	-15	1	-6	1	5
CCC1C(O)=C(c2ccccn2)C(=N)N1c1ccccc1 (configuration not stated)
→ -1	-1.8	-1	-0.9	-15	1	1	-1	-4
CCCCC(=O)Nc1c2c(nn1-c1ccc(C)cc1)CS(=O)(=O)C2
→ -8	0.5	-4	0.8	-8	-1	2	9	12
CC(=O)Nc1ccc(N2CCN(C(=O)c3cccs3)CC2)cc1
→ -8	-0.1	1	0.2	-12	3	2	17	9
O=C1CS/C(=N\NC(=O)c2ccccc2)N1
→ 0	0.5	-9	0.4	-24	3	2	7	4

# Carrying on:
smiles,D1 PAM,D2 agonist,RXFP1 antagonist,TRHR agonist,D1 antag,D1 ag,TRHR PAM,D2 antag,D2 PAM
COc1ccc(NC(=O)CCCN2C(=O)COc3ccc(C)cc32)cc1OC,-5,-1.4,3,-1.7,-46*,7,1,·,20
O=C(NCCc1ccccc1)C1CCN(S(=O)(=O)N2CCC3(CC2)OCCO3)CC1,-7,-0.4,-15,0.4,5,2,3,-20,1
CS(=O)(=O)N(CCC#N)Cc1ccco1,-4,1.4,-24,0.1,2,1,1,-1,·
Nc1cc(=O)nc(SCC(=O)Nc2cccc3ccccc23)n1CCc1ccccc1,-3,-0.4,-5,-0.4,17,4,-8,-15,1
CCN(CC(=O)NC)S(=O)(=O)c1ccc(Br)cc1,1,0.3,-6,0.3,-9,1,2,-1,34*
O=C(COc1ncnc2cc([N+](=O)[O-])ccc12)NC1CCCCC1,-1,1.4,17,-0.1,4,0,-4,-1,2
CC1=C(C(=O)Nc2ccccc2)C(c2cccs2)n2nnnc2N1 (configuration not stated),-6,-0.6,-8,-0.1,-11,2,-3,36*,2
Cc1ccc(S(=O)(=O)NC(CC(C)C)C(=O)N2CCC(C)CC2)cc1 (configuration not stated),0,-0.7,4,0.6,4,4,-1,9,5
CCC(C)c1ccccc1NC(=O)C(C)OC(=O)c1ccco1 (configuration not stated),0,-0.1,-6,-0.1,-4,0,6,0,18
O=C1CCCC2=C1C(c1cccs1)n1nc(SCc3ccccc3)nc1N2 (configuration not stated),-4,-0.5,5,-1.4,9,-4,-2,4,20
COc1ccc(NC(=O)N2CCCC(C(=O)NC(C)C)C2)cc1 (configuration not stated),-1,-0.1,6,0.1,-4,1,-3,33*,-3
N#Cc1c(-c2cccnc2)c2c([nH]c1=O)-c1ccccc1OC2,3,4.6,-2,11,-31*,1,-7,-3,-5
COc1ccc(S(=O)(=O)c2cnc3ccc(Cl)cc3c2N2CCCCC2C)cc1 (configuration not stated),-5,-0.3,-20,-0.3,-14,9,-4,·,18
COc1ccccc1CNC(=O)Cn1cc(Br)ccc1=O,-4,0.8,-16,1.2,8,-3,-7,-9,-8
COCCNC(=O)CN(C(=O)CCC(=O)Nc1ccccn1)c1ccccc1OC,1,-0.3,-1,0.2,15,4,-8,-7,10
Brc1ccc(/C=N/Nc2ccccn2)cc1,-9,-0.3,-11,0.9,-2,3,-5,20,-3
COC(=O)CC1=C(C)C(=O)CC2C(C)(C)CCCC12C (configuration not stated),-6,-1.3,2,0.1,-6,3,6,1,6
O=c1[nH]c(-c2ccccn2)nc2ccccc12,-2,1.6,-10,0.5,5,1,6,2,2

# Profiles, quoted from the list:
# O=C(NCCc1ccccc1)C1CCN(S(=O)(=O)N2CCC3(CC2)OCCO3)CC1 is entered as D1 PAM: -7; D2 agonist: -0.4; RXFP1 antagonist: -15; TRHR agonist: 0.4; D1 antag: 5; D1 ag: 2; TRHR PAM: 3; D2 antag: -20; D2 PAM: 1
# COc1ccccc1CNC(=O)Cn1cc(Br)ccc1=O is entered as D1 PAM: -4; D2 agonist: 0.8; RXFP1 antagonist: -16; TRHR agonist: 1.2; D1 antag: 8; D1 ag: -3; TRHR PAM: -7; D2 antag: -9; D2 PAM: -8
